Bioassay records as filed in PubChem BioAssay.
rTrxR1 inhibitor: rat TrxR1 inhibition | O89049 | recombinant rTrxR1, NADPH fluorescence consumption, selenite substrate | Potency, µM (series often up to 114 µM), for the others: at the top dose activity change, negative = inhibition, most hits filed as inhibitors | actives 1% (n = 390,000); further: potency means the concentration at half of the fitted maximal effect; on the % scale 0 is the no-effect control and ±100 the full control effect; nearly all actives have a fitted effect of over 65% in size
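Rat TrxR1 (90 nM in the dispensed reagent) was pre-reduced with 400 uM NADPH for 5 min at room temperature, then incubated with compound for 15 min. After 400 uM selenite was added, NADPH fluorescence (Ex 340/Em 450 nm) was followed for 8 min.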
PI4K2A inh: blocks human PI4K2A kinase activity. Q9BTU6. purified PI4K2A, ADP-Glo luminescence, 1 h; active compounds read low. activity change, negative = inhibition, % at 76.9 µM. actives 0.13% (n = 420,000). AID 1346378; in the data active means activity change below about -50%; inconclusive means mostly about -30% to -49%;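 further: -100% = wells without enzyme as full effect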
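In this quantitative HTS, ADP production by PI4K2A was quantified luminescently after 1 h at ambient temperature; 100 microM adenosine served as plate-quality control.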
TRHR agonist: agonists of human TRH receptor | P34981 | TRHR cells, calcium flux fluo-8, FDSS agonist mode | activation, % at 2 µM | actives 0.18% (n = 360,000); in the data active means activation above about 30%; further: 0% is about no effect
Target sequence (P34981 whole entry, looked up): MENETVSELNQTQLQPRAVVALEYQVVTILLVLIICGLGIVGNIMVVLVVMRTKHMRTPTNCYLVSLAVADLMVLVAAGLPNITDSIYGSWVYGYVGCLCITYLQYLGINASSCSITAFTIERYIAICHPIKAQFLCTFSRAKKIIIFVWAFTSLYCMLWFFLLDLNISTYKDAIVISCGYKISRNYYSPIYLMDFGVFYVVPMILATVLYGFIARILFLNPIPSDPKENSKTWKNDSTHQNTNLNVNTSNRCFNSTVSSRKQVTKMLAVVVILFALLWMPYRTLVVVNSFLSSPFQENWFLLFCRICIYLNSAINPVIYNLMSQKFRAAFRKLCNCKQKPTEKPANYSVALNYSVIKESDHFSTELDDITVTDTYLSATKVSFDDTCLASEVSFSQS
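Fluo-8-loaded TRHR cells; 10 s baseline, compound added, kinetic Ca2+ fluorescence read 1/s, agonist mode.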
USP1 inh: inhibitors of human USP1/UAF1 deubiquitinase; actives 0.23% (n = 390,000); Potency, µM (titrated, usually from 57.1 µM), inactives show top-dose activity change, negative = inhibition, hits mostly inhibitors; recombinant USP1/UAF1, Ub-Rhodamine cleavage fluorescence; further: potency means the concentration at half of the fitted maximal effect; on the % scale 0 is the no-effect control and ±100 the full control effect; nearly all actives have a fitted effect of over 60% in size; inactives centre near -12
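In this screen, compounds sit with the deubiquitinase complex (1nM) for 15 min at room temperature before Ub-Rho is added at 150nM final. Fluorescence rise is then followed for 6 reads every 60 seconds.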
D2 antagonist: D2 dopamine receptor (human) antagonism. P14416. HEK293 TREx D2 cells, calcium flux, dopamine EC80. inhibition, % at 10 µM. actives 2% (n = 340,000). AID 485344; in the data active means inhibition above about 30%; further: 0% is about no effect
Target sequence (P14416 whole entry, looked up): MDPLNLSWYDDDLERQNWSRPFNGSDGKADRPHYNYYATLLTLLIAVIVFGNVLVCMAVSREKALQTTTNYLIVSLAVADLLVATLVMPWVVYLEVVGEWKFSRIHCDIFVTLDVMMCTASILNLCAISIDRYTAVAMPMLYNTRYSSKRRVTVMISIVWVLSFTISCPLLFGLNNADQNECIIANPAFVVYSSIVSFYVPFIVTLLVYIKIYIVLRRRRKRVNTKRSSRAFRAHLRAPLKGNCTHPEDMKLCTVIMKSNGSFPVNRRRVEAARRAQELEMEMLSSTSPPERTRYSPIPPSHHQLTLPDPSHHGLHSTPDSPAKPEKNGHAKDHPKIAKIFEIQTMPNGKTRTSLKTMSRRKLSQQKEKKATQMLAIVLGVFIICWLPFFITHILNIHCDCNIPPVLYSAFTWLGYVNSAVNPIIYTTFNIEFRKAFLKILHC
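Cells plated overnight at 30 C with tetracycline; no-wash calcium dye, 30–90 min RT; 10 s baseline; compound pinned; 180 s read; EC80 dopamine added; another 180 s read.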
TRHR PAM: TRH receptor (human) allosteric enhancement; enhancement, % at 2 µM; actives 0.66% (n = 360,000); TRHR cells, fluo-8 calcium fluorescence, EC20 TRH enhancement; P34981; in the data active means enhancement above about 30%; further: 0% is about no effect
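Enhancer read-out: after compound pinning and an initial kinetic agonist-mode read, an EC20 of TRH (10 nM final) was injected and fluo-8 calcium signal (Ex 480/Em 530) followed at 1 s/cycle for 100 cycles in TRHR-expressing cells.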
IDH1 R132H inh: blocks human mutant IDH1 R132H enzyme. O75874. IDH1-R132H enzyme, NADPH consumption, diaphorase/resazurin fluorescence. Potency, µM (top dose mostly 76.6 µM), for the others: top-dose activity change, negative = inhibition, usual class: inhibitors. actives 0.093% (n = 390,000); further: potency means the concentration at half of the fitted maximal effect; on the % scale 0 is the no-effect control and ±100 the full control effect; nearly all actives have a fitted effect of over 65% in size
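IDH1-R132H (0.5 ug/mL) preincubated 30 min with compound, then NADPH (0.016 mM) and alpha-KG (2 mM) added; 80 min at RT, pH 7.5. Remaining NADPH coupled via diaphorase/resazurin to fluorescence (540/590 nm); concentration-response curves normalized to no-enzyme control.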
D2 ag: activates the human D2 dopamine receptor; P14416; HEK293 T-REx D2 cells, calcium flux agonist mode; activation, % at 2 µM; actives 0.53% (n = 340,000);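 active means activation over 3 SD above normal in the single-dose calcium agonist read, cut at about 30% in these data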; further: 0% is about no effect
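In this primary screen, compounds producing a positive calcium signal within 180 s of addition to tetracycline-induced, force-coupled HEK293 Trex D2 cells are flagged; cells are dye-loaded with a no-wash calcium kit beforehand.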
TrxR1 substrate: is turned over as a substrate by rat TrxR1. Potency, µM (highest dose often 114 µM), without a hit: top-dose activity change, negative = substrate turnover. O89049. actives 0.01% (n = 390,000). purified TrxR1 substrate turnover, NADPH consumption readout; further: potency means the concentration at half of the fitted maximal effect; on the % scale 0 is the no-effect control and ±100 the full control effect; nearly all actives have a fitted effect of over 50% in size
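Rat TrxR1, dispensed at 90 nM, was prereduced with 400 uM NADPH (final) for 5 min at ~22 deg C, then incubated with compound 15 min before 400 uM selenite. A first-read NADPH fluorescence drop versus no-compound background flagged substrates.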
* hit, by the source's call; u = inconclusive; x = not tested or not shown; [ ] = remark or other dose. Unless noted, the call rests on the fitted dose curve; in most records, active means well fitted inhibition curve with a large enough effect; inconclusive means small, poorly fitted or top-dose-only effect; inactive means no such curve, though single readings can be large or run the other way.

# | smiles | rTrxR1 inhibitor | PI4K2A inh | TRHR agonist | USP1 inh | D2 antagonist | TRHR PAM | IDH1 R132H inh | D2 ag | TrxR1 substrate
1 | COc1ccc(-c2cc(=O)oc3c(C)c(OCC(=O)NCCCn4ccnc4)ccc23)cc1 | 5.0% | 1.7 | -0.1 | -20.7% | 1.7 | 0.0 | -0.2% | -0.4 | 2.3%
2 | Fc1ccc(C2=NNC(=NCc3ccccc3)SC2)cc1F | 21.3%[57.1 µM] | -2.8 | -3.4 | -9.7% | -0.5 | -3.3 | -5.1% | -0.2 | -10.2%[57.1 µM]
3 | Cc1ccsc1C1C2=C(CC(C)(C)CC2=O)Nc2ncnn21 (stereo not given) | -8.4% | -1.4 | 0.2 | -12.8% | 0.3 | 0.2 | 15.3% | -0.8 | 6.2%
4 | Cc1cccc(C)c1-n1nnnc1-c1cnccc1C(F)(F)F | 6.5% | -22.3 | -1.8 | -3.6% | -3.9 | 0.5 | 5.3% | 1.1 | 2.2%
5 | CNC(=S)N1CCN(c2nc(-c3ccc(F)cc3)cs2)CC1 | 1.9% | 4.3 | 0.2 | -13.1% | 3.2 | 9.2 | -5.7% | 0.3 | -10.6%
6 | COC(=O)CNC(=O)COC(=O)/C=C/c1ccc(F)cc1 | 16.8%[57.1 µM] | -2.9 | -0.7 | -11.6% | -9.0 | -1.7 | 8.9% | 1.7 | -8.6%
7 | CC(CC(=O)O)CC(=O)NNC(=O)c1cccc(Br)c1 (stereo not given) | 2.3% | -2.9 | -0.4 | -12.4% | -3.0 | 2.4 | -2.6% | -0.1 | -0.6%
8 | CC(NC(=O)Cn1nc(C(=O)O)c2ccccc2c1=O)c1ccccc1 (stereo not given) | 6.7%[57.1 µM] | -4.3 | 0.1 | 0.9% | -5.9 | -1.5 | 2.4% | -1.0 | 6.2%[57.1 µM]
9 | COc1ccc(C)cc1NC(=O)c1cnc2sccn2c1=O | x | x | 0.0 | x | 0.7 | -8.4 | x | 0.1 | x
10 | O=C1CCC(=O)N1OCCCOc1ccc2c(c1)CCC2 | 15.0%[57.1 µM] | -1.1 | -0.1 | -16.1% | 13.1 | -2.7 | 6.2% | 0.2 | -4.3%
11 | CN1CCN(C(=O)C(=O)Nc2c3c(nn2-c2cccc(Cl)c2)CSC3)CC1 | 14.7%[57.1 µM] | -0.7 | -0.2 | -9.9% | x | 9.5 | 0.0% | 0.5 | 6.4%[57.1 µM]
12 | CN(Cc1ccccc1)C(=O)c1[nH]cnc1C(=O)Nc1nccs1 | -13.9% | -11.4 | -0.7 | -9.5% | 16.5 | -8.6 | -3.6%[38.3 µM] | -0.1 | -5.4%
13 | O=S(=O)(/N=C(/Nc1ccccc1)c1ccccc1O)c1ccccc1 | 20.9% | 0.3 | -0.2 | 0.4% | 7.1 | -3.5 | 8.5% | 0.2 | 2.9%
14 | CCOC(=O)/C(=C\c1ccccc1)C(=O)c1cc(C(C)=O)c(Nc2ccccc2)s1 | -4.7% | 24.2 | 1.1 | u | 13.7 | -2.0 | 3.4% | 0.5 | -3.5%
15 | CN(C)c1nc(SCc2ccccc2)nc(N2CCOCC2)n1 | -16.1% | -1.5 | 0.7 | -16.1% | 10.3 | 3.3 | 4.1% | -0.1 | -6.3%
16 | Cc1ccccc1NS(=O)(=O)c1ccc2[nH]c3c(c2c1)CCCCC3 | 3.6% | 5.6 | 2.5 | -19.3% | x | -1.9 | -6.6% | 1.6 | -2.1%
17 | CS(=O)(=O)N1CCN(c2ccc(NC(=O)CSc3ccc(Cl)cc3)cc2)CC1 | 25.5% | -2.8 | -0.7 | -28.7% | -1.7 | -3.3 | 3.4% | -1.9 | 12.8%
18 | CSc1nnc(N2C(=O)C(O)=C(C(=O)c3ccco3)C2c2ccccc2)s1 (stereo not given) | u | -2.4 | 29.7 | -2.1% | 1.0 | 2.2 | 11.6% | 0.4 | -13.6%
19 | COC(=O)c1c(NC(=O)C(C)Oc2ccc(Cl)c(C)c2)sc(C)c1C (stereo not given) | 3.2% | -2.5 | -0.1 | -6.0% | x | -3.2 | 38.3%[activator] | -1.7 | 12.8%
20 | Cc1ccc(NC(=O)CCS(=O)(=O)c2cc3[nH]c(=O)c(=O)[nH]c3cc2C)cc1 | 3.7% | -2.0 | 0.6 | -12.8% | 7.4 | -2.2 | 0.0% | -0.1 | -1.0%
21 | CC(=O)Nc1sc(C)c(C)c1C(=O)OCC(=O)Nc1cc(S(C)(=O)=O)ccc1Cl | 27.7% | 3.1 | -0.3 | -6.9% | -10.3 | 1.5 | -5.8% | 0.2 | 7.5%
22 | O=C(Cn1cccc1C(=O)c1ccccc1)NCCCc1ccccc1 | 1.1% | -2.6 | -0.9 | -6.2% | x | -3.5 | -2.3% | x | -9.5%
23 | Cc1cc(Cl)ccc1NC(=S)NCCC(c1ccccc1)c1ccccc1 | -20.2% | 16.3 | 0.2 | -11.7% | -5.4 | -10.1 | 7.8% | 0.5 | -11.6%
24 | CC(C)Oc1ccc(OCCn2c(S(=O)(=O)O)nc3c(N)ncnc32)cc1 | -6.4% | -15.0 | -0.3 | -6.4% | -0.5 | 3.0 | -5.6% | -0.1 | -4.9%
25 | Cc1cc(SCC(=O)N(CC(C)C)c2c(N)n(CC(C)C)c(=O)[nH]c2=O)nc2ccccc12 | 18.3% | -5.9 | -0.2 | -7.7% | 1.8 | 4.0 | -4.1% | 0.2 | 14.9%
26 | CN=C(c1ccc([N+](=O)[O-])cc1)N1CCCCC1 | -3.3% | 2.1 | 1.3 | 0.8% | 9.9 | 0.8 | 2.6% | -0.3 | -7.9%
27 | Cc1ccc2c(c1)c1c(c(=O)n(-c3cccc(Cl)c3)c(=O)n1CC(=O)NCCC1=CCCCC1)n2C | 14.7% | -1.2 | 0.1 | -2.2% | x | 0.2 | 1.9% | 0.4 | 7.7%[2.29 µM]
28 | COCCCn1c(C(=O)NCCC2=CCCCC2)cc2c(=O)n3cccc(C)c3nc21 | 54.3%[activator] | -1.1 | -0.3 | -30.3% | -11.2 | 8.9 | -9.8% | 0.3 | 87.6%[activator]
29 | O=C(CCNS(=O)(=O)c1ccccc1)OCC(=O)c1ccc(F)cc1 | -7.6% | 3.1 | -0.1 | -18.2% | -3.4 | -7.7 | 12.2% | -0.7 | -8.7%
30 | Cc1noc(C)c1CSCC(=O)Nc1cc(S(C)(=O)=O)ccc1Cl | -6.6% | 1.3 | 0.1 | -16.0% | -7.3 | 0.0 | 10.3% | -0.1 | -3.6%
31 | CCOc1ccc(C(=O)C[n+]2ccc(C(=O)NCc3ccccc3)cc2)cc1 | 30.1%[57.1 µM] | -6.5 | 0.2 | -34.5% | -0.1 | -2.1 | 14.8% | 0.5 | 5.4%[57.1 µM]
32 | Cc1cccc(C(=O)NCCN2CCN(c3ccccc3)CC2)c1 | 3.6%[57.1 µM] | 10.9 | -0.2 | 5.3% | 90.8* | -1.3 | 2.6% | 48.7* | 7.8%[57.1 µM]
33 | CC(Nc1ccc(F)cc1F)C(=O)NC(=O)NC1CCCCC1 (stereo not given) | 16.9%[57.1 µM] | 0.3 | 1.1 | -5.7% | -14.8 | -0.9 | -2.5% | 2.0 | 2.5%[57.1 µM]
34 | CN(C(=O)c1cccc(NC(=O)Cc2ccc([N+](=O)[O-])cc2)c1)C1CCCC1 | -0.1% | 2.4 | x | -8.3% | x | x | -6.2% | x | -10.9%
35 | O=C(NCCc1ccccc1)c1cc2ccccc2oc1=O | 9.6% | -16.6 | -0.3 | -5.3% | 27.4 | 11.1 | 5.0% | -0.2 | 3.2%
36 | COc1cc(CNCc2ccccn2)ccc1OCc1cccc(Cl)c1 | 2.0% | 1.6 | x | u | x | x | 0.5% | x | 9.3%
37 | Cc1ccc(CNC(=O)COC(=O)c2cc3c(s2)CCC(C)C3)cc1 (stereo not given) | 12.7% | -3.9 | 0.2 | -14.9% | -17.0 | 9.6 | 2.5% | -0.4 | 3.5%
38 | COc1cccc(NC(=O)c2ccc(NC(C)=O)cc2)c1 | -1.1% | -2.7 | 0.5 | -19.1% | 11.2 | -5.2 | 1.1% | 0.7 | -4.0%
39 | CCN(CC)c1ccc(C=Nc2cc(C)ccc2C)c(O)c1 | -8.2% | 0.6 | 0.2 | -5.2% | 17.4 | 5.3 | 5.4% | 0.2 | -11.7%
40 | CSc1ccccc1OCc1cc(C(=O)N(C)Cc2c(C)n[nH]c2C)no1 | -3.0% | 0.6 | -0.1 | -10.5% | 1.3 | -4.0 | 1.1% | -0.5 | -12.9%

Ordered by heavy-atom count (rising): 6 of the compounds above
# | smiles | rTrxR1 inhibitor | PI4K2A inh | TRHR agonist | USP1 inh | D2 antagonist | TRHR PAM | IDH1 R132H inh | D2 ag | TrxR1 substrate
39 | CCN(CC)c1ccc(C=Nc2cc(C)ccc2C)c(O)c1 | -8.2% | 0.6 | 0.2 | -5.2% | 17.4 | 5.3 | 5.4% | 0.2 | -11.7%
19 | COC(=O)c1c(NC(=O)C(C)Oc2ccc(Cl)c(C)c2)sc(C)c1C (stereo not given) | 3.2% | -2.5 | -0.1 | -6.0% | x | -3.2 | 38.3%[activator] | -1.7 | 12.8%
18 | CSc1nnc(N2C(=O)C(O)=C(C(=O)c3ccco3)C2c2ccccc2)s1 (stereo not given) | u | -2.4 | 29.7 | -2.1% | 1.0 | 2.2 | 11.6% | 0.4 | -13.6%
20 | Cc1ccc(NC(=O)CCS(=O)(=O)c2cc3[nH]c(=O)c(=O)[nH]c3cc2C)cc1 | 3.7% | -2.0 | 0.6 | -12.8% | 7.4 | -2.2 | 0.0% | -0.1 | -1.0%
21 | CC(=O)Nc1sc(C)c(C)c1C(=O)OCC(=O)Nc1cc(S(C)(=O)=O)ccc1Cl | 27.7% | 3.1 | -0.3 | -6.9% | -10.3 | 1.5 | -5.8% | 0.2 | 7.5%
28 | COCCCn1c(C(=O)NCCC2=CCCCC2)cc2c(=O)n3cccc(C)c3nc21 | 54.3%[activator] | -1.1 | -0.3 | -30.3% | -11.2 | 8.9 | -9.8% | 0.3 | 87.6%[activator]
